# Assay outcomes: PubChem BioAssay, several laboratories
# RSV CPE inhibition: inhibition of RSV-induced cytopathic effect – HEp-2 cells, primary 10 µM value included (AID 2391); one-dose CPE inhibition, % at 10 µM; IC50 in µM for titrated hits; HEp-2 cells, RSV-induced CPE inhibition; higher % means a stronger effect; actives 0.13% (n = 310,000); in the data active = a potency from the dose series; inconclusive = CPE inhibition mostly from about 23% at the one dose, without a potency; inactive = the rest, 99 in 100 with CPE inhibition below about 21%; also: strong numbers were not always called active
# K1F lysis inhibition: inhibition of K1F phage lysis, E. coli UTI89, bacterial capsule biogenesis inhibitors, alamar blue (AID 488966). actives 0.02% (n = 340,000). E. coli UTI89 K1F phage lysis, alamar blue, 2 h; higher % means a stronger effect. one-dose inhibition, % at 100 µM; IC50 in µM for titrated hits;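 active = phage lysis inhibition, versus mean bacterial control, above a set limit; inconclusive = no clear call, values can overlap the other calls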;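 also: capsule biogenesis inhibitors block K1F phage lysis so surviving cells raise fluorescence; higher fluorescence means more inhibition of phage lysis; actives were called in the ten point dose series up to 300 µM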
# T cell HTS: T cell immune modulation candidate | calls only at 7 µM | actives 0.068% (n = 330,000) | AID 2052 | 2C CD8+ T cell-vesicle binding, flow cytometry; stronger effect = lower value;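 active = response, share of CD8 T cells binding vesicles, and their 90th percentile fluorescence all below set limits, cut at about 80% in these data, passing the limit was not always enough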
#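 Assay system: 2C TCR transgenic mouse naive CD8+ T cells, MACS-purified | Read-out: CD8+ gate FL2 mean fluorescence as % of same-row positive control | Signal: High-throughput flow cytometry with anti-B7-1 and anti-CD8 staining | Timing: Binding step 1.5 h, 37 °C, antibody labelling 20 min, ice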
# TNAP activators: human TNAP enzyme activators, primary screen, biochemical, luminescent, no phosphate acceptor, uHTS (AID 1001) | activation fold at 20 µM; hits with a dose series show EC50 in µM | purified TNAP, luminescent activation assay, no phosphate acceptor; higher activation fold means a stronger effect | actives 0.03% (n = 200,000); in the data active = activation fold from about 3, or a potency from the dose series; inactive = the rest, 99 in 100 with activation fold below about 1.6; also: many of its hits are not listed in these tables
# M1AAP inhibition: P. falciparum M1AAP inhibitors, biochemical, fluorogenic H-Leu-NHMec substrate, 1536-well (AID 1445); recombinant M1AAP, H-Leu-NHMec fluorogenic kinetic assay; higher % means a stronger effect; inhibition, % at 30 µM; hits with a dose series show IC50 in µM; actives 0.42% (n = 220,000);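 active = primary inhibition above the hit cutoff, then over 50% inhibition at one or more dose response concentrations, cut at about 23% in these data, passing the limit was not always enough; inconclusive = conflicting primary data, or primary hits not chosen for dose response; inactive = low primary inhibition, or under 50% at every dose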;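 also: plate controls were DMSO full reaction for no effect and no enzyme background for full effect; strong numbers were not always called active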
# West Nile virus CPE: West Nile virus antiviral activity, cell-based, CPE readout (AID 1621); West Nile virus-infected cells, CPE inhibition; higher % means a stronger effect; CPE inhibition, % at 10 µM; hits with a dose series show IC50 in µM; actives 0.02% (n = 290,000); in the data active = a potency from the dose series; inconclusive = CPE inhibition mostly from about 3.7% at the one dose, without a potency; inactive = the rest, 99 in 100 with CPE inhibition below about 2.2%; also: strong numbers were not always called active
# PMI inhibitors: inhibitors of human PMI, primary screen, biochemical, fluorescence intensity, coupled assay (AID 1209); purified PMI enzyme, coupled fluorescence intensity; higher % means a stronger effect; inhibition, % at 20 µM, or IC50 in µM where a hit was titrated; actives 0.42% (n = 190,000);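 also: plate controls were DMSO vehicle for no effect and wells lacking substrate for full effect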
# human PMI inhibitors: human PMI inhibitors, high substrate, primary screen, biochemical, fluorescence intensity, high mannose 6-phosphate (AID 1220); recombinant PMI enzyme, coupled fluorescence intensity; higher % means a stronger effect; inhibition, % at 20 µM; hits with a dose series show IC50 in µM; actives 0.66% (n = 190,000)
# M17LAP inhibition: P. falciparum M17LAP inhibitors, primary screen, biochemical, fluorogenic H-Leu-NHMec substrate, 1536-well (AID 1619); actives 0.38% (n = 220,000); one-dose inhibition, % at 30 µM; IC50 in µM for titrated hits; recombinant M17LAP, H-Leu-NHMec fluorogenic kinetic assay; higher % means a stronger effect;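 active = compound inhibiting the enzyme by more than half at any dose during confirmatory dose-response retesting; inconclusive = strong single-dose inhibitors picked by rank but not retested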;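 also: plate controls were full reaction with DMSO carrier for no effect and no enzyme background for full effect; strong numbers were not always called active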
# T cell HTS vesicle-bound %: further read-out of T cell HTS, marked with its call; double positive events, %; measured here: CD8+ vesicle-bound cell fraction;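 binding gate set so that unloaded-vesicle control wells show 10% double positive cells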
# * = called active by the depositor; i = inactive; ? = inconclusive; · = not tested or not shown; [ ] = remark or other dose. Rule as the data show it, unless noted: active = inhibition above about 50%; inactive = the rest. This is a random part of the collection; overall some 1.5% were active at least once.
SMILES,RSV CPE inhibition,K1F lysis inhibition,T cell HTS,T cell HTS vesicle-bound %,TNAP activators,M1AAP inhibition,West Nile virus CPE,PMI inhibitors,human PMI inhibitors,M17LAP inhibition
CCCOc1cccc(C(=O)Nc2cccnc2)c1,15%,1.2%,i,33,1,3%,-0.3%,-6%,9%,17%
Cc1nn(CC2CCCCC2)c(N)c1-c1ccccc1,-0.8%,0.7%,i,36,1.1,2%,-0.3%,-3%,-9%,-10%
CC1(C)CC(=O)C=C(c2cccs2)C1,1.1%,0.6%,i,32,·,·,0.4%,·,·,·
CCCCNC(=O)c1cc2c(=O)n3cccc(C)c3nc2n(CCN2CCOCC2)c1=N,1.0%,0.5%,i,36,1.1,20%,·,17%,13%,-132%
CC(=O)N(Cc1cccs1)Cc1cc2cc(C)c(C)cc2nc1Cl,1.8%,-0.2%,i,24,1.1,3%,-0.7%,1%,6%,-10%
CCOC(=O)N1CCN(C(=O)Cn2nc(-c3ccc(Cl)cc3)ccc2=O)CC1,1.2%,1.2%[50 µM],i,25,1.1,1%,·,-2%,-4%,2%
Cc1ccc(-n2c(=O)c3ccccc3n(CC(=O)C(C)(C)C)c2=O)cc1,-0.4%,0.2%,i,25,1.1,11%,-0.2%,-3%,3%,7%
CC(=O)c1c(N2CCOCC2)nc(=S)n(-c2ccc([N+](=O)[O-])cc2)c1C,0.8%,0.5%,i,2,1.2,5%,·,12%,11%,17%
Cc1nc(NS(=O)(=O)c2ccccc2)sc1NC(=O)OCCN(C)C,1.9%,2.3%,i,56,1.1,14%,-0.1%,17%,15%,27%
Cc1nn(Cc2ccc(C(=O)N/N=C/c3ccncc3)o2)c(C)c1Cl,1.6%,-0.3%,i,56,·,·,-0.4%,·,·,·
COc1ccc2c(CCNC(=O)Nc3ccccc3)c[nH]c2c1,3.4%,0.3%,i,56,1.1,2%,0.8%,3%,-4%,2%
COCCN1CCN(Cc2cn[nH]c2-c2cc3ccccc3o2)CC1,0.9%,0.8%,i,49,1,15%,-0.3%,15%,27%,6%
N#CCCn1cnc2ccccc21,2.3%,0.4%,i,51,1,1%,0.2%,6%,4%,-3%
Cc1ccnc(NS(=O)(=O)c2ccc(NC(=O)CCS(=O)(=O)c3ccccc3)cc2)n1,0.7%,0.3%,i,50,1.2,1%,-0.3%,1%,-1%,-9%
Cc1ccccc1C(=O)OCc1cnc(Cl)s1,2.1%,-0.4%,i,40,1.1,16%,0.8%,-2%,-2%,4%

# Gathered by group, the entries above containing a thiophene ring, fused or not
SMILES,RSV CPE inhibition,K1F lysis inhibition,T cell HTS,T cell HTS vesicle-bound %,TNAP activators,M1AAP inhibition,West Nile virus CPE,PMI inhibitors,human PMI inhibitors,M17LAP inhibition
CC1(C)CC(=O)C=C(c2cccs2)C1,1.1%,0.6%,i,32,·,·,0.4%,·,·,·
CC(=O)N(Cc1cccs1)Cc1cc2cc(C)c(C)cc2nc1Cl,1.8%,-0.2%,i,24,1.1,3%,-0.7%,1%,6%,-10%

# Further results follow:
SMILES,RSV CPE inhibition,K1F lysis inhibition,T cell HTS,T cell HTS vesicle-bound %,TNAP activators,M1AAP inhibition,West Nile virus CPE,PMI inhibitors,human PMI inhibitors,M17LAP inhibition
O=C1OCCN/C1=C\C(=O)c1ccccc1,·,0.8%,i,53,·,5%,0.5%,·,·,8%
COCCNc1nnc(SCC(=O)Nc2cc(-c3ccccc3)nn2-c2ccccc2)s1,1.5%,0.6%[50 µM],i,5,1.2,8%,-0.1%,15%,13%,-16%
CC(=O)NCCNc1ccc([N+](=O)[O-])cc1C#N,-0.3%,0.6%,i,50,1.1,5%,-0.2%,-10%,-1%,20%
Oc1ccc(C2Nc3cccc4cccc(c34)N2)c(O)c1,9.3%,2.3%,i,13,1,13%,0.1%,31%,44%,0%
O=C(NC1CCCC1)C1CC(=O)N(C2CCCCCCC2)C1 (stereo not drawn),-0.6%,3.6%,i,23,1.1,3%,-0.6%,-3%,0%,4%
O=C1CC(Nc2ccc(N3CCOCC3)cc2)C(=O)N1c1ccccc1F (stereo not drawn),-0.1%,0.9%,i,31,1.1,10%,0.6%,-30%,-17%,25%
COc1cccc(NC(=O)Cn2cc(C#N)c3ccccc32)c1,3.2%,-0.1%,i,8,1.1,9%,1.3%,3%,0%,3%
Cc1nn(-c2ccccc2)cc1/C=N/NC(=O)c1cccs1,2.1%,-0.6%,i,47,·,-2%,0.4%,·,·,-11%
COc1ccc2nc(-c3cccc(N)c3)[nH]c2c1,1.2%,-0.2%,i,42,1.1,6%,0.1%,2%,23%,-85%
CCCCCCC(=O)OCC(=O)c1ccc2c(c1)NC(=O)CO2,0.3%,0.0%,i,30,1,13%,0.2%,-19%,-13%,-1%
O=C(CNC(=S)N(Cc1ccccc1F)C1CCCCC1)NCCCN1CCOCC1,-1.7%,0.3%,i,42,1.4,2%,-0.1%,-5%,-5%,-1%
CC(C)(C)N1C(=O)[C@H]2[C@@H](c3ccc(Br)cc3)N3C(=O)N(c4ccc(Br)cc4)C(=O)[C@@]3(Cc3ccccc3)[C@H]2C1=O,15%,1.7%,i,43,·,·,-1.6%,·,·,·
C=CCn1c(=N)n(CC(=O)O)c2ccccc21,0.6%,0.4%,i,19,1.1,-3%,0.1%,-2%,-6%,1%
CC(=O)Nc1ccc2c(c1)NC(=O)CC2,0.7%,0.0%,i,39,1.1,1%,0.0%,2%,11%,3%
O=C(/C=C/c1cccs1)N1CCc2ccccc21,11%,3.9%,i,33,1.1,10%,-1.4%,-1%,10%,24%
CN(C)c1cc(N/N=C\c2ccccc2)nc(N(C)C)n1,16%,0.0%,i,26,1,7%,-0.6%,59%*,·,-10%
Clc1ccc(CN2CCCCCCC2)cc1,-0.6%,2.4%,i,30,1.1,-3%,0.9%,3%,0%,-1%
Cc1ccc(S(=O)(=O)N(C)c2ccc(C(=O)N3CCC(C(N)=O)CC3)cc2)cc1,0.4%,-0.1%,i,32,1,3%,-0.1%,34%,31%,-4%
O=C(CN(Cc1cccs1)C(=O)CNS(=O)(=O)c1ccc(Cl)cc1)NCc1ccco1,1.1%,-0.3%,i,40,1.1,1%,-0.2%,-3%,-5%,0%
COc1ccccc1NC(=O)NCCc1ccccc1,0.6%,0.9%[50 µM],i,8,·,·,-0.5%,·,·,·
Cc1ccnc(NC(=O)CCC(=O)N(CC(=O)NCc2ccc(F)cc2)Cc2ccco2)c1,1.7%,-1.2%,i,48,·,·,0.4%,·,·,·
CC(C)(C)NS(=O)(=O)c1ccc(NC(=S)NC(=O)C2CC2)cc1,4.3%,1.0%,i,18,·,·,-0.8%,·,·,·
Cc1ccc2c(c1)N(C(=O)CCC(=O)NCCCN(C)Cc1ccccc1)CCO2,2.5%,5.2%,i,20,·,·,-0.9%,·,·,·
CCOC(=O)c1ccccc1NC(=O)c1ccc(F)cc1,1.4%,0.2%,i,33,1.1,2%,0.2%,7%,8%,-8%
CC1CCN(S(=O)(=O)c2cccc(-c3nnc(-c4cccnc4)o3)c2)CC1,1.7%,0.0%,i,5,1.1,1%,0.1%,6%,0%,1%
Cn1c(NCc2c[nH]c3ccccc23)nc2ccccc21,7.0%,3.3%,i,31,1.2,1%,-0.4%,-21%,-3%,-5%
COC(=O)NNC(=O)COc1ccc2ccccc2c1Br,2.8%,-5.2%,i,43,1.1,0%,0.0%,4%,9%,-5%
C/C(=N\Nc1cccc(C(F)(F)F)c1)c1ccc(O)cc1,?,1.6%,i,12,1.2,2%,-0.5%,-61%,-113%,0%
CCOC(=O)c1c(SCC(=O)Nc2nc(C)cs2)nc(=O)[nH]c1C,1.9%,0.0%,i,10,·,·,0.4%,·,·,·
Cc1c(C(=O)N2CCC(C)CC2)oc2ccc3c(c12)C(O)CC1(CCCCC1)O3 (stereo not drawn),15%,0.2%,i,32,·,·,-0.9%,·,·,·
COc1cccc2cc(-c3nnc(-c4ccccc4)o3)c(=O)oc12,0.2%,0.3%,i,38,0.9,2%,-0.5%,·,·,11%
COc1cccc(CNC(C)C(=O)Nc2ccc3c(c2)OCCO3)c1 (stereo not drawn),2.8%,0.1%,i,40,1.1,-6%,0.0%,-18%,-21%,-6%
COc1ccc(-c2nn(-c3ccccc3)cc2C(=O)NCC2CCCO2)cc1 (stereo not drawn),5.5%,0.9%[50 µM],i,23,·,·,-0.1%,·,·,·
O=C(Cn1cncn1)NCc1cccc(OC(F)F)c1,1.6%,0.1%,i,47,1.2,3%,0.1%,-12%,-12%,4%
CCN(CC)CCN(C(=O)C1=COCCO1)c1nc2ccc(C)cc2s1,0.2%,0.1%,i,62,·,·,0.0%,·,·,·
COc1ccc(C(=O)N2CCc3cc(OC)c(OC)cc3C2c2ccc(OC)c(OC)c2)cc1OC (stereo not drawn),4.1%,-1.2%[50 µM],i,32,·,·,1.1%,·,·,·
CCN(Cc1ccncc1)C(=O)c1cc(COc2ccc(OC)cc2Cl)on1,8.1%,-0.2%,i,38,·,·,-1.5%,·,·,·
COc1ccc(-n2c(SCC(=O)Nc3ccc4c(c3)OCO4)nc3c(c2=O)SCC3)cc1,2.6%,0.0%,i,21,1.2,-2%,0.2%,19%,6%,0%
CC1(C)CC(c2nc(-c3ccc(Cl)cc3)cs2)CCS1 (stereo not drawn),13%,0.5%,i,60,1.1,-1%,0.1%,6%,4%,17%
O=C(CSc1nc2ccc(Cl)cc2[nH]1)NCCc1ccc(Cl)cc1,5.8%,0.9%,i,42,1.1,4%,-0.4%,-2%,16%,-8%
CSCC(C)N1CCC(n2nccc2NC(=O)CCCc2ccccc2)CC1 (stereo not drawn),-0.1%,0.3%,i,5,·,·,-0.8%,·,·,·
CCOC(=O)C(NC(=O)c1ccc(Cl)cc1Cl)(Nc1ccc(C)cc1)C(F)(F)F (stereo not drawn),0.6%,0.2%,i,24,1.1,-1%,·,-6%,-3%,0%
CC1=C(C(=O)OC(C)C)C(c2cccs2)n2ncnc2N1 (stereo not drawn),0.9%,1.4%,i,18,1.1,-1%,0.3%,2%,-5%,-11%
Cc1cc(-c2ccccc2)nc2oc(C(=O)NN)c(N)c12,8.8%,9.9%,i,18,·,6%,0.3%,·,·,-3%
O=C(CCCc1ccccc1)N=C1SC2CS(=O)(=O)CC2N1c1ccccc1 (stereo not drawn),0.6%,0.3%,i,30,·,·,-0.1%,·,·,·
